# VIM-2 inhibitor: VIM-2 metallo-beta-lactamase inhibitors, primary screen, biochemical, epi-absorbance readout, Pseudomonas aeruginosa enzyme | purified VIM-2, nitrocefin hydrolysis, epi-absorbance fluorescence | inhibition, % at 5.6 µM | 290,000 tested, 0.89% active;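 active means inhibition above the mean of all tested compounds plus 3 SD, cutoff set per screening run, cut at about 7.5% in these data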;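 further: red hydrolysis product quenches plate fluorescence so inhibitors raise well fluorescence; 0% = enzyme with DMSO and 100% = DMSO without enzyme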
# V1R ag counter: agonists of human V1a receptor, primary screen, counter-screen for OXTR agonist project, fluorescence, CHO-V1R cells; Vasopressin V1a receptor (Homo sapiens), P37288; Fluo-8 calcium fluorescence, agonist mode; 0% DMSO, 100% 3 nM vasopressin; activation, % at 3 µM; 320,000 tested, 0.25% active; AID 2797, 2010;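 active means activation above the mean activation of all tested compounds plus 3 SD, per screening run, cut at about 20% in these data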;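 further: signal is peak over basal fluorescence ratio across a 100 second FLIPR read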
# OXTR ag: human OXTR agonists, primary screen, fluorescence, CHO-OTR cells, Fluo-8 calcium | 320,000 tested, 0.32% active | activation, % at 3 µM | Fluo-8 calcium fluorescence; normalized: DMSO 0%, oxytocin 100%;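 active means activation above the mean of all tested compounds plus 3 SD, cutoff set per screening run, cut at about 20% in these data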;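 further: peak over basal fluorescence ratio from a 100 s FLIPR kinetic read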
# FID counter: compounds displacing fluorescent DNA intercalator, primary screen, artefact control for HCV NS3 helicase inhibitor project, biochemical, FID fluorescence. DNA fluorescent intercalator displacement. inhibition, % at 7.9 µM. 290,000 tested, 0.17% active. AID 1845, 2009; in the data active means inhibition above about 37%;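 further: 0% = vehicle and 100% = reference compound; higher means more ethidium bromide displaced from hairpin DNA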
# GalR3 antag: GalR3 antagonists in HEK293 cells, primary screen, cell-based, fluorescence readout; Galanin receptor type 3 (Homo sapiens), O60755; HEK293 GalR3-CNG cAMP membrane potential fluorescence; galR3 body fused to GalR1 C-terminus; inhibition, % at 3 µM; 360,000 tested, 0.44% active; AID 651719, 2012;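 active means inhibition above the screen-wide average plus 3 SD, cut at about 13% in these data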;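 further: forskolin and galanin both at EC90 stimulate the cells; cAMP rise reported by CNG channel membrane potential dye signal; 0% = forskolin plus galanin with DMSO and 100% = forskolin alone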
# Target sequence (O60755 1-299 limits assumed): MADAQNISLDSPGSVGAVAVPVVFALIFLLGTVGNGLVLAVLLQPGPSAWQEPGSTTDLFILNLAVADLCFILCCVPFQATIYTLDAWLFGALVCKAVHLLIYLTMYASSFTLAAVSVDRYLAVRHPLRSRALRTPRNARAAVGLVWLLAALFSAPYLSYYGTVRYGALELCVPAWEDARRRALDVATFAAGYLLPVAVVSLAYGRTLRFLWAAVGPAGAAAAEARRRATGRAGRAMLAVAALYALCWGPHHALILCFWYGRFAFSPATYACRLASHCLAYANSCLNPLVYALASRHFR
# PHOSPHO1 block: PubChem AID 1565; inhibition, % at 13.3 µM; 290,000 tested, 1.1% active; Phosphoethanolamine/phosphocholine phosphatase (Homo sapiens), Q8TCT1; recombinant PHOSPHO1, absorbance phosphatase assay; in the data active means inhibition above about 60%
# Target sequence (Q8TCT1 whole entry, looked up): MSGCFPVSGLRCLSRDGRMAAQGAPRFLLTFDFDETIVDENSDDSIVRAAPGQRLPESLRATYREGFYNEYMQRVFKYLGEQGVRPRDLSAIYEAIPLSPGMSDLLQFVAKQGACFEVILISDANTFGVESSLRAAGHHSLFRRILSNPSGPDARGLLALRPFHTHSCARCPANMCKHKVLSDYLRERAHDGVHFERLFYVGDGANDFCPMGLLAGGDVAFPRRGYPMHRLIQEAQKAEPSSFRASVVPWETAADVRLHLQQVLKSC
# HCV NS3 hel inh: inhibitors of HCV NS3 helicase, primary screen, biochemical, Cy5 molecular beacon fluorescence; inhibition, % at 10.9 µM; NS3 helicase DNA unwinding; Hepatitis C virus NS3 helicase; 290,000 tested, 0.56% active;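 active means inhibition above the mean of all tested compounds plus 3 SD, set per campaign, cut at about 35% in these data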;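 further: 0% = DMSO wells and 100% = thioflavine S control wells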
#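 System: Hepatitis C virus NS3 helicase domain fragment enzyme | Reagent: Annealed dual-labelled DNA beacon duplex, ATP-started | Compound dosing: 10.9 µM single point, 0.8% DMSO | Incubation: 1 h reaction at 25 °C, ATP-initiated | Technique: Cy5 fluorescence | Evaluation: Percent inhibition from t60/t0 fluorescence ratio | Benchmarks: Low DMSO, high thioflavine S at 110 µM | Replication: Singlicate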
# GPR7 antag: GPR7 receptor antagonists, primary screen, cell-based, fluorescence, single concentration; inhibition, % at 4.4 µM; Neuropeptides B/W receptor type 1 (Homo sapiens), P48145; 290,000 tested, 1.1% active; AID 1861, 2009; GPR7-expressing cells, fluorescence antagonist assay; in the data active means inhibition above about 16%, passing the limit was not always enough;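 further: cells stimulated with the agonist NPW; 0% = agonist with vehicle and 100% = vehicle without agonist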
# Target sequence (P48145 whole entry, looked up): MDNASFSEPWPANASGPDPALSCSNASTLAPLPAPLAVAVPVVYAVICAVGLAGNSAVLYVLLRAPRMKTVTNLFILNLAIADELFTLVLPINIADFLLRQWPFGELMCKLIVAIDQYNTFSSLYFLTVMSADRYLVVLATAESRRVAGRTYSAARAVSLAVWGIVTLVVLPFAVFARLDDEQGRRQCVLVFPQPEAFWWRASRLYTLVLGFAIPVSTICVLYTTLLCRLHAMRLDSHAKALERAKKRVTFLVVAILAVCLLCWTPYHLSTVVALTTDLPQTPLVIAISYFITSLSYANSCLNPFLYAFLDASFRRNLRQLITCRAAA
# IMP-1 inh: IMP-1 metallo-beta-lactamase inhibitors, primary screen, biochemical, epi-absorbance readout, Pseudomonas aeruginosa enzyme. 290,000 tested, 0.45% active. purified IMP-1, nitrocefin hydrolysis, epi-absorbance fluorescence. metallo-beta-lactamase IMP-1 (Pseudomonas aeruginosa). inhibition, % at 5.6 µM;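 active means inhibition above the mean plus 3 SD of all compounds in the same screening run, cut at about 4.5% in these data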;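 further: 0% = IMP-1 with DMSO and 100% = DMSO wells lacking enzyme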
#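 assay system = purified recombinant IMP-1 metallo-beta-lactamase enzyme | schedule = 15 min preincubation plus 25 min reaction at 25 °C | signal = Epi-absorbance fluorescence, 480 nm excitation, 530 nm emission | read-out basis = percent inhibition from optical density relative to buffer-blank wells | controls = IMP-1 with DMSO as 0%, enzyme-free DMSO as 100%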
# * = called active by the depositor; / = not tested or not shown. This is a random part of the collection; overall some 4.3% were active at least once.
SMILES,VIM-2 inhibitor,V1R ag counter,OXTR ag,FID counter,GalR3 antag,PHOSPHO1 block,HCV NS3 hel inh,GPR7 antag,IMP-1 inh
O=C(CSc1nnnn1-c1ccc(Cl)cc1)NNC(=O)c1ccc([N+](=O)[O-])cc1,-4.0,1.1,-1.3,11,-1,-4,12,-6,-4.0
COc1ccc(OC)c(NC(=O)C2CCN(S(=O)(=O)c3cccs3)CC2)c1,-4.4,-0.6,-0.4,-3,-3,3,17,4,-1.0
Cc1ccccc1-n1nnnc1SCC(N)=O,-2.5,1.0,0.7,-2,-3,5,8,-12,-4.7
CCN(c1ccccc1)S(=O)(=O)c1ccc(OCC(=O)Nc2cc(C)on2)cc1,-2.5,1.0,-1.6,-15,-2,-26,-8,0,-1.8
CCOC(=O)C1=C(C)N=C2SC(C)C(=O)N2C1c1ccc(OC(C)=O)c(OCC)c1 (stereo unspecified),1.5,0.3,0.4,-34,/,8,-1,-16,0.3
CC(=O)c1ccc(NC(=O)Nc2ccc(S(=O)(=O)N3CCCC3)cc2)cc1,0.0,/,/,-20,-2,18,-8,-2,-2.0
O=C(NCCc1ccncc1)Nc1ccc(F)cc1,-1.4,0.0,-0.2,-1,-2,36,-4,2,-2.0
CCOc1ccc(NC(=O)CC(C)S(=O)(=O)c2ccc3c(c2)NC(=O)CO3)cc1 (stereo unspecified),-2.4,0.7,-0.4,-16,-6,-2,22,-5,0.5
O=C(Nc1cnccn1)Nc1ccccc1F,-2.9,0.7,-0.6,1,1,37,0,-13,-1.9
COc1ccc(N(CC(=O)NCCSc2ccccn2)S(C)(=O)=O)cc1Cl,-2.1,0.1,0.2,-16,0,-14,1,2,-3.1
CC(=O)c1cccc(NC(=O)c2ccco2)c1,0.0,-0.3,0.0,-4,2,11,13,-12,-2.3
O=[N+]([O-])c1ccc(NC(=S)N2CCOCC2)cc1,-1.8,1.3,-0.1,2,-1,-7,-8,4,-1.0
COc1ccc(NC(=O)c2cccc(N3C(=O)C4C5C=CC(C5)C4C3=O)c2)cc1 (stereo unspecified),-1.3,4.2,1.7,-12,0,/,-1,-18,-1.0
CCOC(=O)c1c(C)[nH]c(C(=O)N2CCN(c3ccc(OC)cc3)CC2)c1C,-1.4,0.2,-2.2,-19,-7,32,11,-15,-1.9
CC(NC(=O)CNC(=O)c1ccco1)c1ccc(S(N)(=O)=O)cc1 (stereo unspecified),-4.4,0.0,0.4,-4,-8,22,3,-10,-3.4
Cc1cc(C(=O)Cn2cnc3cc([N+](=O)[O-])ccc3c2=O)c(C)n1CC1CCCO1 (stereo unspecified),1.6,0.1,0.7,9,-3,-11,12,-11,-3.2
CC1CCC(NC(=O)C2CC(=O)N(c3ccc(Cl)cc3)C2)CC1 (stereo unspecified),-3.5,1.4,-0.5,-19,-3,30,8,1,-2.5
COc1ccc(OCc2cccc(C(=O)N3CCCC3)c2)cc1,-1.6,-0.1,-1.1,-19,-4,-29,1,-15,1.3
COc1ccc(C(CNC(=O)c2cncc(Br)c2)N(C)C)cc1 (stereo unspecified),-1.2,-0.7,0.0,2,-4,-8,-2,-7,-2.6
O=C(NCC(=O)N(Cc1ccccc1)C(C(=O)NC1CCCCC1)c1ccco1)c1ccco1 (stereo unspecified),-2.8,1.2,-1.4,-33,-1,24,-1,-2,0.1
O=C(Nc1cccc2ccccc12)c1onc2c1CCCC2,-1.7,-0.7,-1.5,-8,/,7,-1,-6,-3.2
CCN(c1ccccc1)S(=O)(=O)c1ccc(Cl)c(NC(=O)COC(=O)c2cc(O)c3ccccc3c2O)c1,0.5,-1.5,0.0,-21,/,-26,18,-12,-0.4
CN(Cc1ccccn1)Cc1cn(Cc2ccccc2)nc1-c1ccc2c(c1)OCO2,-3.6,-1.4,0.2,12,-5,32,-19,-7,-0.1
O=C(c1cc2n(n1)C(C(F)(F)F)CC(c1ccco1)N2)N1CCN(c2ccccn2)CC1 (stereo unspecified),-1.8,5.5,6.9,-25,-7,-21,-1,-8,-1.9
O=C(Nc1ccc(C(=O)N2CCCC2)cc1)c1ccccc1F,-3.5,1.2,-0.2,-10,/,-7,-2,-9,-5.1
COc1ccc(C(=O)NC(=S)Nc2ccc(NC(=O)c3ccco3)cc2)cc1[N+](=O)[O-],-1.9,0.6,-0.2,2,-2,-5,6,-7,-2.7
CSc1nnc(-c2sccc2OCc2ccc(C)cc2)n1C,-1.2,0.2,0.5,-24,-3,33,0,-4,-2.0
COc1ccc(Cn2c(=S)[nH]c3cc(C(=O)N4CCN(c5ccccc5)CC4)ccc3c2=O)cc1,-4.4,-0.4,-0.2,-15,2,15,0,-3,1.1
CC(=O)Nc1ccc(/C(C)=N/NC(=O)CN(c2ccccc2Br)S(C)(=O)=O)cc1,-1.3,-0.2,-1.1,-7,2,-3,0,-5,-5.5
COc1cccc(CNC(=O)C2CCC(CNc3nc(=S)[nH]c4ccccc34)CC2)c1 (stereo unspecified),-1.9,-0.2,0.3,-2,3,-19,3,-2,-3.8
Cc1cc(F)ccc1S(=O)(=O)Nc1ncnc2sccc12,0.9,1.4,0.6,-5,-5,24,3,-10,-1.0
CCOc1cc(C2/C(=C(/O)c3ccc(S(=O)(=O)N4CCCCC4)cc3)C(=O)C(=O)N2CCOC)ccc1O (stereo unspecified),0.6,-1.1,-0.5,-61,-10,16,7,-5,-0.8
O=[N+]([O-])c1cccc(-c2ccc(/C=N/NC(=S)NCc3ccco3)o2)c1,-1.0,-0.5,-2.4,-4,-5,-7,-11,-14,-1.3
CC(=O)c1ccc(N2CCN(C(=O)Cn3c(=S)[nH]c4ncccc4c3=O)CC2)cc1,1.7,0.5,0.7,-30,/,24,-2,-10,-1.3
Cc1ccc(C)c(OCCn2cc(/C=C(\C#N)C(=O)NCc3cccs3)c3ccccc32)c1,-4.7,1.6,0.3,-5,-4,10,5,-3,-2.5
COC(=O)C1C/C(=N\NS(=O)(=O)c2ccc(C)cc2)c2ccccc2C1 (stereo unspecified),-3.6,-0.4,-1.4,-37,-2,19,-6,-28,-2.7
CCCn1c(=O)c2ccccc2n2c(SCc3cc(=O)n4ccsc4n3)nnc12,-2.0,/,/,-4,/,/,-4,7,-1.9
CC(C)C(=O)Nc1cc(C(F)(F)F)ccc1N1CCOCC1,0.2,-0.9,-1.9,-4,-2,45,0,0,-2.0
COc1ccc(-c2nc(C3CCCCC3)no2)cc1OC,-1.4,-0.1,-0.6,-11,-4,26,-6,-2,-3.2
O=C(CCNS(=O)(=O)c1ccccc1C(F)(F)F)NCc1ccc2c(c1)OCO2,-1.0,1.4,0.0,-7,-2,12,-9,-1,-3.3
CCCCCC(=O)NNC(=O)c1ccc(F)cc1,-1.3,0.2,0.3,-2,1,-2,0,-9,-0.6
Cc1ccccc1NC(=O)C1CCCN1C(=O)NC1CCCCC1 (stereo unspecified),-2.6,-0.9,-0.9,-1,-3,6,4,-8,-3.2
O=C(CCCN1C(=O)/C(=C/c2ccccc2Cl)SC1=S)Nc1ccccn1,-1.1,-0.2,-1.6,-3,-9,-11,15,-2,-2.1
COc1ccc(NC(=O)Cn2nc([N+](=O)[O-])c(Cl)c2C)cc1OC,-2.5,1.5,0.9,1,-1,37,-2,-10,-0.6
COc1ccccc1NC(=O)COC(=O)/C=C/c1ccc2c(c1)OCO2,2.9,1.4,0.4,-16,-6,-5,-8,33*,-0.2
Cc1cccc(N2C(=O)CC(N3CCOCC3)C2=O)c1 (stereo unspecified),-4.3,1.6,0.1,1,1,-16,3,-4,-0.9
N=c1n(CCO)c2ccccc2n1CCOc1ccccc1,-0.1,0.4,0.3,13,-3,3,-15,-5,1.9
CC(C)c1ccc2oc(=O)cc(CN3CCN(c4ccccc4)CC3)c2c1,-1.7,-1.0,-2.1,-6,3,-16,-4,-13,-2.4
O=C(c1cc2cc(Cl)cc(Cl)c2oc1=O)N1CCOCC1,-2.8,1.2,-0.3,-4,-2,4,5,-7,-2.7
CCS(=O)(=O)c1ccc(NC(=O)c2ccccc2Cl)c(O)c1,-6.5,1.1,-0.2,-2,3,-22,-3,4,-2.9

# Arranged by number of heavy atoms (high to low): part of the list above.
SMILES,VIM-2 inhibitor,V1R ag counter,OXTR ag,FID counter,GalR3 antag,PHOSPHO1 block,HCV NS3 hel inh,GPR7 antag,IMP-1 inh
Cc1ccccc1NC(=O)C1CCCN1C(=O)NC1CCCCC1 (stereo unspecified),-2.6,-0.9,-0.9,-1,-3,6,4,-8,-3.2
CCS(=O)(=O)c1ccc(NC(=O)c2ccccc2Cl)c(O)c1,-6.5,1.1,-0.2,-2,3,-22,-3,4,-2.9
O=C(c1cc2cc(Cl)cc(Cl)c2oc1=O)N1CCOCC1,-2.8,1.2,-0.3,-4,-2,4,5,-7,-2.7

# Further entries.
SMILES,VIM-2 inhibitor,V1R ag counter,OXTR ag,FID counter,GalR3 antag,PHOSPHO1 block,HCV NS3 hel inh,GPR7 antag,IMP-1 inh
Cc1ccc(NC(=O)CN(C)CC(=O)Nc2ccccc2-c2ccccc2)cc1,-2.0,-1.0,-2.5,-18,-6,1,-9,2,-1.0
COc1ccc(-n2nnc3c(SC(C(C)=O)C(=O)N(C)C)ncnc32)cc1 (stereo unspecified),-0.8,0.4,-0.2,-28,-3,6,14,-10,-4.0
O=[N+]([O-])c1ccc(/C=N\N2CCN(c3ccc(Cl)cc3)CC2)cc1,-3.9,0.0,0.6,3,6,10,-4,-9,-1.8
CCS(=O)(=O)N1N=C(c2cccs2)CC1c1cc2cc(C)ccc2nc1Cl (stereo unspecified),-1.1,0.7,1.0,-10,-5,37,-6,-10,-2.1
CC(C)(C)c1ccc(C(=O)O)c(C(=O)c2ccc(C(=O)O)cc2)c1,-1.6,0.3,0.9,-3,-5,0,-6,-5,-1.7
Cc1cc(N2CCOCC2)nc(NCc2ccccc2)n1,-2.9,10,16,0,-5,-9,-2,23*,-3.3
CCc1noc(C)c1C(=O)NC1CC(C)(C)Cc2c1cnn2-c1ccccc1 (stereo unspecified),0.0,-1.2,-0.9,-37,-2,32,-4,-5,-3.6
Cc1nn(CCO)c2ncc(C(=O)c3cc(Cl)ccc3O)cc12,5.2,-0.3,17,-14,-9,8,12,5,-2.0
O=S(=O)(c1ccccc1)N(CC(O)CN1CCOCC1)c1ccccc1 (stereo unspecified),-4.5,3.6,1.7,-4,-4,36,1,-12,-3.0
CCOC1=C/C(=C/c2c(N)n3oc(C)cc3nc2=O)C=CC1=O,-1.4,0.4,0.9,-16,/,-20,-5,-2,-1.6

# Source: PubChem BioAssay
